Screening results (PubChem BioAssay)
ERa SRC1 inh – ER-alpha (human) coactivator binding inhibition | TR-FRET ER-alpha LBD / SRC-1 peptide, estradiol-bound | inhibition, % at 25.6 µM | 86,000 compounds, 1.7% hits; in the data active means inhibition above about 50%;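 further: 0% = receptor plus peptide control and 100% = peptide only without receptor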
Target sequence (P03372 whole entry, looked up, the tested form may be a part): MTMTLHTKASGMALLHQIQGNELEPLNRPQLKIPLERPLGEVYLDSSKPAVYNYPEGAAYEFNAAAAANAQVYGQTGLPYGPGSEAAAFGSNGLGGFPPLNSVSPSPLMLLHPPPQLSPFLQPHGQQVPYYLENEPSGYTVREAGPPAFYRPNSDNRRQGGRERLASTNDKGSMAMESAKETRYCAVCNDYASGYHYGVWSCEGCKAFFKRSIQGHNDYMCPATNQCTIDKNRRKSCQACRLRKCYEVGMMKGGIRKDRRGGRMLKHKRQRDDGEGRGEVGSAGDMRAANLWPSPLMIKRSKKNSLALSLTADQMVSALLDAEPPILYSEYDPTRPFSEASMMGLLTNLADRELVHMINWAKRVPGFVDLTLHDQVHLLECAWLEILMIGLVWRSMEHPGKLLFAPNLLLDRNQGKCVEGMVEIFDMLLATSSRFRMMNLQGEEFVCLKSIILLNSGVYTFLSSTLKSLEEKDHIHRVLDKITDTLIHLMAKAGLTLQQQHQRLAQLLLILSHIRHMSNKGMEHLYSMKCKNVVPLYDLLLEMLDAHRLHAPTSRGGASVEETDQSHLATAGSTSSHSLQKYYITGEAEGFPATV
HUVEC inhibit – human endothelial cell proliferation inhibition. HUVEC proliferation, CellTiter-Glo luminescence, 72 h; hits give low values. viability, % at 10 µM (by protocol). 86,000 compounds, 1.1% hits. AID 648;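 active means viability at or below 30%; inactive means viability above 30%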;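 further: 100% = median luminescence of DMSO-only cell control wells on each plate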
Fibroblast inh – blocks proliferation of human lung fibroblasts; 85,000 compounds, 1.1% hits; AID 719; LL 47 human lung fibroblast viability, ATP luminescence; hits give low values; viability, % at 10 µM;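 active means viability at or below 50% in the single dose screen; inactive means viability above 50%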;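 further: compound exposure lasted 72 h before the ATP readout; 100% = median luminescence of untreated cell-only wells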
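Material: Human LL 47 lung fibroblast cells | Input: 1,150 cells/well | Buffer or medium: IMEM plus 15% FBS | Compound dosing: 0.1% DMSO in all compound wells | Times: Overnight cell rest, 72 h compound treatment at 37 °C | Signal: CellTiter-Glo luminescence measuring cellular ATP | Measure: % viability versus median cells-only luminescence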
H69AR growth 86K – blocks growth of human H69AR lung tumor cells; H69AR lung tumor viability, ATP luminescence, 72 h; hits give low values; viability, % at 10 µM; 85,000 compounds, 6% hits; AID 598;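 active means viability at or below 40%; inactive means viability above 40%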;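 further: multidrug resistant small cell line overexpressing MRP-1 efflux transporter; 100% = mean luminescence of untreated control wells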
Smad3 inh – blocks human Smad3 binding to FoxH1 peptide; P84022; TR-FRET Smad3/Dy647-FoxH1 peptide binding, europium anti-His; inhibition, % at 25 µM; 88,000 compounds, 0.29% hits;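 active means compounds that reduce the energy-transfer binding signal between the protein and its labelled peptide by more than half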;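 further: 0% = Smad3 plus labelled peptide maximal FRET and 100% = peptide-only background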
Candida biofilm – kills Candida albicans biofilms; 85,000 compounds, 0.14% hits; inhibition, % at 6 µM; C. albicans biofilm + clotrimazole, Alamar Blue; AID 834;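 active means inhibition above 20%; inactive means inhibition below 20%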;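 further: preformed 24 hr biofilms exposed to compound for 48 hr; 0% = biofilm without compound and 100% = blank killed by clotrimazole plus chlorhexidine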
sEH act – increases human soluble epoxide hydrolase activity; P34913; purified human sEH enzymatic activity, activator screen; activation, % at 2 µM; 91,000 compounds, 0.04% hits; AID 717; in the data active means activation above about 37%; further: values of inactives mirror those of a sister screen read the other way
ERb SRC1 inh – blocks coactivator binding to human estrogen receptor beta; TR-FRET ER-beta LBD / SRC1-Cy5 peptide binding; receptor agonist-loaded with 1 µM estradiol; inhibition, % at 25.6 µM; 86,000 compounds, 1.3% hits; AID 633;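 active means compounds whose percent inhibition of the receptor-coactivator binding signal exceeds about 50% in the single-dose screen, limit read from the data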;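 further: 0% = receptor plus peptide wells without compound and 100% = peptide-only wells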
ERa coact pot – ER-alpha (human) coactivator binding potentiation. P03372. TR-FRET ERalpha-LBD/SRC-Cy5 coactivator binding, 2 h; 100 = basal binding, no effect. coactivator binding (% of control), % at 25.6 µM. 86,000 compounds, 1.3% hits. AID 639; in the data active means activity above about 200%;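 further: binding measured in presence of low estradiol as agonist stimulus; 0% = peptide alone without receptor and 100% = receptor with peptide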
Active calls of the source: *; x = no result given; [ ] = remark or other dose. Only part of the results is shown, so the mix of outcomes need not match the whole.

SMILES	ERa SRC1 inh	HUVEC inhibit	Fibroblast inh	H69AR growth 86K	Smad3 inh	Candida biofilm	sEH act	ERb SRC1 inh	ERa coact pot
COc1ccc(C(=O)c2ccccc2)c(O)c1	3.1	106.5	96.0	99.8	-7.6	-4.4	-1.3	11.7	95.9
N=c1nc(N2CCCCC2)cc(N)n1O	-7.3	100.9	93.6	94.9	-8.2	4.3	x	0.6[fluorescence artefact?]	98.5
CCCC(=O)O[C@]1(C(=O)COC(C)=O)CC[C@H]2[C@@H]3C[C@H](F)C4=CC(=O)C=C[C@]4(C)[C@@]3(F)[C@@H](O)C[C@@]21C	4.9	95.1	93.3	87.6	9.3	8.8	x	9.5	90.8
CC(=O)Oc1ccc2c(C)cc(=O)oc2c1	10.9[fluorescence artefact?]	103.9	109.5	96.3	8.9	3.2	16.1	2.5[fluorescence artefact?]	97.3
COc1cc(C2Oc3cc(C4Oc5cc(O)cc(O)c5C(=O)C4O)ccc3OC2CO)ccc1O (centres undefined)	15.2	102.7	97.7	80.2	-3.5	11.3	x	37.1	74.1

Quoted from the results shown for reference:
SMILES	ERa SRC1 inh	HUVEC inhibit	Fibroblast inh	H69AR growth 86K	Smad3 inh	Candida biofilm	sEH act	ERb SRC1 inh	ERa coact pot
COc1ccc(C(=O)c2ccccc2)c(O)c1	3.1	106.5	96.0	99.8	-7.6	-4.4	-1.3	11.7	95.9
N=c1nc(N2CCCCC2)cc(N)n1O	-7.3	100.9	93.6	94.9	-8.2	4.3	x	0.6[fluorescence artefact?]	98.5
CCCC(=O)O[C@]1(C(=O)COC(C)=O)CC[C@H]2[C@@H]3C[C@H](F)C4=CC(=O)C=C[C@]4(C)[C@@]3(F)[C@@H](O)C[C@@]21C	4.9	95.1	93.3	87.6	9.3	8.8	x	9.5	90.8
CC(=O)Oc1ccc2c(C)cc(=O)oc2c1	10.9[fluorescence artefact?]	103.9	109.5	96.3	8.9	3.2	16.1	2.5[fluorescence artefact?]	97.3
COc1cc(C2Oc3cc(C4Oc5cc(O)cc(O)c5C(=O)C4O)ccc3OC2CO)ccc1O (centres undefined)	15.2	102.7	97.7	80.2	-3.5	11.3	x	37.1	74.1
